Compound activity as filed in PubChem BioAssay.
FN deposit inh: fibronectin deposition inhibition; AH1F fibroblasts, Alexa488-fibronectin deposition fluorescence, overnight; inhibition, % at 12.6 µM; 0.086% of 350,000 active; AID 743247;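 active = mean inhibition across replicates of 30% or more, regardless of how many single replicates reach that level; inconclusive = mean under 30% yet at least half of replicates reach 30%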;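 also: positive control wells lacked labelled fibronectin entirely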
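Assay system: AH1F fibroblasts assembling fluorescent fibronectin matrix; Amount: 10000 AH1F cells per well; Buffer or medium: DMEM, 2% serum; Probe or stimulus: Alexa488-fibronectin, 24 nM final in well; Doses: single compound dose, delivered by pin transfer; Incubation: 1 h adhesion, overnight exposure; Measured by: fluorescence 485/525 nm; Read-out: fibronectin deposition inhibition.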
PGC1a acetyl inh: PGC1a acetylation modulation, inhibitor mode. U2OS PGC1a acetylation, AlphaScreen anti-acetyl-lysine; with virally co-expressed GCN5 acetyltransferase. AID 651687. inhibition, % at 15.6 µM. 0.17% of 350,000 active;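 active = every replicate shows inhibition of at least 40%; inconclusive = mean inhibition at least 40% but some replicate below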;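 also: 0% = neutral control wells and 100% = positive control wells; some results beyond the cut were filed as inactive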
Cneo AK release: causes C. neoformans cell lysis. adenylate kinase release luminescence, 4 h; normalised: neutral wells 0, clomiphene wells 100. lysis activity, % at 15 µM. 0.2% of 360,000 active. AID 651654;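 active = mean lysis activity across replicates of at least 80%, whatever share of replicates individually reach that level; inactive = mean lysis activity below 80%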
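Test system: log-phase Cryptococcus neoformans yeast cells. Input: 5 × 10^6 yeast cells/mL. Medium: fresh YPD growth medium. Doses: single dose. Incubation: static 4 h at 37 °C with compound, 1 h detection. Measured by: luminescent adenylate kinase detection reagent. Read-out: signal increase indicating cell lysis. Benchmarks: Clomiphene.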
CASP6 VEID inh: inhibitors of human caspase-6 | purified caspase-6, Z-VEID-R110 cleavage fluorescence | 0.53% of 350,000 active | P55212 | inhibition, % at 12.5 µM;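 active = mean inhibition across replicates at least about 35%, with every replicate also reaching that limit, limit read from the data; inconclusive = only one of the two criteria met; inactive = neither criterion met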;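 also: 0% = median of neutral control wells and 100% = no fluorescence left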
Target sequence (P55212 24-179 limits assumed): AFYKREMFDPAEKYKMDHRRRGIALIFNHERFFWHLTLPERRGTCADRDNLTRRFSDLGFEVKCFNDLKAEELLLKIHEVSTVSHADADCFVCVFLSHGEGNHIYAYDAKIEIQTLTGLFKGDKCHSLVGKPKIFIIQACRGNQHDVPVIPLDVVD
Target sequence (P55212 194-293 limits assumed): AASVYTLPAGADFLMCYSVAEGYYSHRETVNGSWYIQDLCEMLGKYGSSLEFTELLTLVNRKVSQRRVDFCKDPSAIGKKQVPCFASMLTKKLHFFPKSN
EWS-Fli inh: EWS/Fli transcriptional activity inhibition. A673 NR0B1-luciferase reporter, viability-normalised. 0.67% of 350,000 active. inhibition, % at 12.6 µM;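 active = mean inhibition of at least 50% after viability correction, with every replicate also passing that limit; inconclusive = mean reaches 50% but only one of two replicates passes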;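 also: firefly luciferase signal divided by Alamar Blue viability fluorescence both relative to DMSO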
LGR2 antag: Drosophila LGR2 receptor signaling inhibition | inhibition, % at 9.99 µM | 0.35% of 380,000 active | HEK293 LGR2, CRE-luciferase, bursicon-stimulated, 4 h;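 active = drop in luminescence signal, shown as inhibition above about 50% in the replicate tests, limit read from the data, passing the limit was not always enough; inconclusive = probably only some replicates passing the limit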;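 also: agonist challenge used bursicon conditioned medium at about half maximal strength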
PAX8 inh HTS: PAX8 transcriptional activity inhibition. RMG-I TPO-luciferase reporter, SteadyGlo, 24 h. inhibition, % at 12.6 µM. 1.2% of 360,000 active. AID 652154;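 active = mean replicate inhibition at least 60% with every replicate also reaching 60%; inconclusive = only one of the two criteria is met; inactive = mean below 60% and not all replicates reaching 60%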;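 also: luciferase light reporting Pax8 driven TPO promoter activity; plate controls were median of neutral control wells for no effect and mitoxantrone controls for full effect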
miR122 inh: inhibitors of miR-122 in Huh7 cells; Huh7 miR-122 Renilla luciferase sensor, 48 h; neutral wells = 0, positive control = 100; activation (reporter increase), % at 12.5 µM; 0.3% of 340,000 active;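 active = mean replicate activation score at least 90 and every replicate individually at or above 90; inconclusive = only one of the two criteria met; inactive = neither criterion met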;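 also: higher luciferase means less miR-122 activity so hits act as miR-122 inhibitors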
Active calls of the source: *; ? = inconclusive; nt = no result given; [ ] = dose if it differs, or a comment.

compound,EWS-Fli inh,PGC1a acetyl inh,PAX8 inh HTS,miR122 inh,LGR2 antag,FN deposit inh,Cneo AK release,CASP6 VEID inh
COc1cc2c3nnc(-c4ccc(F)cc4)c-3cn(Cc3ccc(C)cc3)c2cc1OC,?,-3,4,-1,-17,-3,-1,-2
CCC(C)(C)NC(=O)C(c1ccccc1)N(Cc1cccnc1)C(=O)c1csnn1 (stereo unspecified),nt,-7,-11,9,nt,3,-1,nt
CCOc1cc(/C=N/Nc2ncc(C)c(=O)[nH]2)ccc1O,6,nt,1,nt,10,4,nt,-2
CN1C(=O)C2CN(CCc3ccccc3)CNC2N(C)C1=O (stereo unspecified),nt,8,nt,0,nt,21,-2,nt
Cc1cc([N+](=O)[O-])nn1CC(=O)NNC(=S)Nc1ccc([N+](=O)[O-])cc1,8,-14,nt,7,16,nt,0,5
CCC12CN3CC(CC)(CN(C1)C3c1ccccc1Cl)C2O (stereo unspecified),nt,4,3,2,nt,-1,-2,nt
CC(OC(=O)c1cccc(S(=O)(=O)N2CCOCC2)c1)C(=O)NC1CCCCC1C (stereo unspecified),-2,nt,-16,-4,-8,1,4,-2
Cn1c(N)c(C(=O)COC(=O)c2ccc([N+](=O)[O-])o2)c(=O)n(C)c1=O,9,-9,5,-6,-5,6,-1,16
COc1ccc(CN2CC(=O)N(c3cc(Cl)ccc3C)C2=S)cc1OC,17,1,12,nt,-26,-5,-1,nt
C[C@@H](NC(=O)[C@@H]1[C@@H](CO)[C@@H]2Cn3c(ccc(-c4cccc(F)c4)c3=O)[C@@H]2N1C)c1ccccc1,-9,nt,-19,nt,3,nt,nt,-1
O=C(C(=O)N1CCc2ccccc2C1)c1cn(CC(=O)N2CCCCC2)c2ccccc12,14,nt,8,27,10,1,1,-5
O=C(c1cccc(F)c1)N1CCCCN2[C@@H](CO)[C@H](c3ccc(/C=C/c4ccccc4)cc3)[C@@H]2C1,2,-2,-4,0[16.7 µM],2,nt,-1,3
CCCCNS(=O)(=O)c1ccc(S(=O)(=O)NCc2ccncc2)cc1,6,6,nt,19,6,nt,-1,-2
COc1cccc(NC(=O)c2ccc(NC(=O)C3CC(=O)OC34CCCCC4)cc2)c1 (stereo unspecified),1,-1,7,6,9,-6,0,-1
O=C(C[C@H]1CC[C@H](NC(=O)c2ccncc2)[C@@H](CO)O1)NCc1ccncn1,-2,5,nt,nt,-3,nt,nt,1
N#Cc1ccccc1OCc1nnc(-c2ccccc2Br)o1,-154,-12,-290,-1,-96,-2,-1,0
COc1ccc(NC(=O)N(C)C[C@@H]2OCCCC[C@H](C)Oc3ccc(NC(=O)c4ccccc4)cc3C(=O)N([C@H](C)CO)C[C@@H]2C)cc1,-14,4,5,24[16.7 µM],25,4,-12,2
O=C(Cn1c(=O)oc2cc(S(=O)(=O)N3CCCCCC3)ccc21)NC1CCCCC1,8,-9,6,5,12,-4,-3,-1
COc1ccc(C(c2nnnn2C(C)(C)C)N2CCN(c3nc4ccccc4s3)CC2)cc1 (stereo unspecified),nt,2,nt,-2,-9,nt,-6,nt
CCOc1ccc(NS(=O)(=O)c2ccc(C(=O)NCC(c3ccco3)N3CCCCC3)cc2)cc1 (stereo unspecified),8,nt,3,nt,-8,nt,nt,1
C[C@@H]1CN([C@H](C)CO)C(=O)c2cc(-c3cccnc3)cnc2O[C@H]1CN(C)C(=O)Nc1ccc(F)cc1,-3,2,-8,2[16.7 µM],-6,nt,-2,3
O=C(Nc1ccc2c(c1)OCO2)N[C@@H]1C=C[C@@H](CC(=O)N2CCN(c3ccccc3)CC2)O[C@@H]1CO,-9,-4,-10,-16[16.7 µM],-6,12,50,0
O=C(NCCc1ccccc1)C1CCC(=O)N(Cc2ccc(Cl)cc2)C1 (stereo unspecified),-5,-10,-1,3,-12,8,3,-3
CCOc1cc(S(=O)(=O)NCCc2ccc(OC)c(OC)c2)c(OCC)cc1-n1cnnn1,nt,5,nt,13,7,-9,-1,nt
CCCCN(CC)S(=O)(=O)c1ccc(C(=O)N(CCCN(C)C)c2nc3cc(C)cc(C)c3s2)cc1,nt,-13,27,nt,10,-3,nt,nt

(further entries)
compound,EWS-Fli inh,PGC1a acetyl inh,PAX8 inh HTS,miR122 inh,LGR2 antag,FN deposit inh,Cneo AK release,CASP6 VEID inh
COc1cc(C2C(C#N)=C(N)OC3=C2C(=O)CC(C)(C)C3)cc([N+](=O)[O-])c1O (stereo unspecified),7,7,-13,nt,-34,3,nt,4
C#CCNC(=O)C1=C[C@@H](C2CCCCC2)[C@H](CCCO)[C@@H](OCC)O1,-29,5,-18,-4,-4,-2,0,1
CN(C)C(=O)C[C@@H]1C[C@@H]2c3cc(NC(=O)c4cccnc4)ccc3O[C@@H]2[C@@H](CO)O1,-8,-2,-2,-2[16.7 µM],25,-8,-1,-9
O=C(c1ccc(Br)cc1)N1CCC2(CC1)NCCc1[nH]cnc12,-3,nt,10,4,9,18,11,0
CCC(C)N(C(=O)COc1ccc(NC(C)=O)cc1)C1CCS(=O)(=O)C1 (stereo unspecified),-11,nt,18,nt,6,10,nt,2
CCOc1ccc(C(=O)CCC(=O)Nc2ncccc2O)cc1,-22,nt,-40,0,-5,14,nt,13
O=C(c1ccncc1)N1N=C2CCCCCC2C1(O)C(F)(F)F (stereo unspecified),-22,nt,0,nt,17,10,nt,-2
O=C(CN1C(=O)/C(=C\c2ccccc2Br)Oc2ccccc21)NCCCN1CCOCC1,-1,-26,-12,5,-3,-1,-2,-10
COc1ccc(NC(=O)N[C@@H]2CC[C@@H](CCNC(=O)CCN3CCCCC3)O[C@@H]2CO)cc1,2,7,-12,-12[16.7 µM],-4,3,-16,-1
CC(=O)N1[C@H](CO)[C@@H](c2ccccc2)[C@H]1CN(C)S(=O)(=O)c1ccccc1,-1,4,-4,-25[16.7 µM],-12,-20,2,-4
COc1ccc(S(=O)(=O)N2CCC(n3cnc4ccccc43)CC2)cc1,12,nt,0,-1,4,-14,-1,0
Cn1c(CNC2CCCCC2)nc2ccccc21,-3,nt,8,nt,-14,13,nt,3
COc1ccc(C)cc1NC(=O)Nc1ccc2c(c1)CCC2,-14,nt,-43,nt,-24,nt,-2,2
NNC(=O)c1ccc2ccccc2n1,13,-5,14,nt,16,nt,nt,3
S=C(NCc1ccccc1)Nc1nccs1,15,-13,-27,4,-31,1,59,1
COCc1c(C(=O)NCC2COc3ccccc3O2)oc2ccccc12 (stereo unspecified),7,nt,13,nt,-12,10,-6,5
Cc1ccccc1CS(=O)(=O)Cc1ccc(C(=O)NCc2ccco2)o1,nt,0,-1,-2,4,-2,3,nt
C[C@H]1CN([C@@H](C)CO)C(=O)c2cccc(NC(=O)c3ccncc3)c2O[C@@H]1CN(C)Cc1ccc(-c2ccccc2)cc1,5,1,2,9[16.7 µM],18,3,2,5
CC(C)n1nnnc1C1c2ccccc2C(=O)N1Cc1ccc(F)cc1 (stereo unspecified),4,nt,-2,nt,-5,-12,nt,-3
CC12CCC(=O)N1C(C(=O)Nc1nc(-c3cc(F)ccc3F)cs1)CS2 (stereo unspecified),8,nt,-4,-4,3,0,nt,3
O=C1C=C(c2ccc(Oc3ccccc3)cc2)C[C@@H](c2ccc(Cl)cc2)C1,-16,nt,-18,-2,-1,-31,5,nt
COc1ccc(N2CS(=O)CC2=O)cc1 (stereo unspecified),0,nt,-5,2,-24,9,1,0
COc1ccc(S(=O)(=O)c2nnn(-c3cccc(Cl)c3)c2N)cc1,16,nt,0,nt,17,1,nt,3
CO[C@H]1CN(C)C(=O)c2ccc(NC(=O)c3cccc(Oc4ccccc4)c3)cc2OC[C@H](C)NC[C@@H]1C,-12,-18,-18,nt,15,nt,nt,1
COc1ccc([N+](=O)[O-])cc1CN1CCN(c2ncc(Cc3ccccc3)cn2)CC1,19,nt,10,nt,7,13,nt,-1

(continued)
compound,EWS-Fli inh,PGC1a acetyl inh,PAX8 inh HTS,miR122 inh,LGR2 antag,FN deposit inh,Cneo AK release,CASP6 VEID inh
C[C@@H]1CN([C@@H](C)CO)C(=O)c2cc(NC(=O)NC3CCCCC3)ccc2O[C@@H]1CN(C)C(=O)Nc1ccc(F)cc1,0,-4,12,0[16.7 µM],10,0,45,-2
COC(=O)[C@]12CCCCC=C1N(Cc1ccc(Cl)cc1Cl)C(=O)[C@H](CC(=O)N1CCSCC1)C2,5,nt,6,nt,6,-1,nt,-1
O=C(NCC1CCCO1)c1cnc(Cl)c(Cl)c1 (stereo unspecified),-10,8,10,-3,2,-6,0,-2
CN1C(=O)c2cc(NC(=O)C3CC3)ccc2OC[C@H]2O[C@@H](CC(=O)NC3CCC3)CC[C@@H]21,5,-4,-8,25[16.7 µM],6,-2,-8,-2
O=C(CN1CCCC1=O)NC1(C(F)(F)F)NC(=O)N(Cc2ccccc2)C1=O (stereo unspecified),-4,-3,nt,-1,-7,nt,5,-2
C/C(=N\NC(=O)CSCc1ccccc1Cl)c1cc(O)ccc1O,40,nt,26,nt,-1,2,nt,-1
CCC1CCc2c(sc(NC(C)=O)c2C#N)C1 (stereo unspecified),nt,-3,nt,7,-34,nt,-1,nt
COc1ccccc1CNC(=O)C1CCCN(S(=O)(=O)c2cccs2)C1 (stereo unspecified),19,10,-1,6,-3,10,-3,6
S=C(NCCc1ccccn1)Nc1ccc(Cl)cc1,-7,nt,-63,nt,-12,1,nt,-1
CC(=O)N1N=C(c2ccc(C)o2)CC1c1cccc(F)c1 (stereo unspecified),4,nt,2,-11,nt,5,-2,-1
O=C(NCC[C@@H]1CC[C@H](NC(=O)C2CC2)[C@H](CO)O1)c1cc(Cl)cc(Cl)c1,5,-5,nt,nt,-7,nt,-2,-1
Cc1ccc(S(=O)(=O)NCC(=O)OCc2csc(CC(=O)Nc3ccccc3C)n2)cc1C,1,-4,3,-1,-8,-1,1,1
Cc1ccccc1OCC(O)Cn1c(N2CCCCC2)nc2c1c(=O)[nH]c(=O)n2C (stereo unspecified),nt,0,4,2,14,0,0,0
CCS(=O)(=O)N1[C@@H](CO)[C@@H](c2ccccc2)C12CN(C(=O)C1CCCCC1)C2,3,-8,7,nt,15,nt,nt,-2
CCc1ccc(NC2=CC(=O)CC(C)(C)C2)cc1,-19,nt,0,nt,-15,-3,1,nt
COc1ccccc1S(=O)(=O)N1C[C@@H](O)COC[C@@H]2O[C@H](CC(=O)O)CC[C@H]21,-19,1,1,7[16.7 µM],-12,1,1,2
Cc1ccc(CSc2nc3nc(C)cc(C)c3c(=O)[nH]2)cc1,9,-4,2,-2,14,10,1,4
Cc1noc(C)c1S(=O)(=O)Nc1ccc2c(c1)C(=O)N([C@@H](C)CO)C[C@@H](C)[C@@H](CN(C)S(=O)(=O)c1cccs1)O2,8,2,8,3[16.7 µM],-9,nt,-1,2
CC(C)C[C@H](NC(=O)OCC1c2ccccc2-c2ccccc21)C(=O)O,-56,-17,-99,-7,nt,-2,1,-4
c1ccc(OCCNc2ccn3nc(-c4ccc(OCCN5CCOCC5)cc4)cc3n2)cc1,15,-16,6,-2,23,-3,0,-4
